From PubChem
Hep lipid drop = inhibitors of hepatocyte lipid droplet formation, primary screen, imaging, high-throughput imaging, BODIPY stain. inhibition, % at 6.5 µM. AML12 mouse hepatocytes, oleate lipid droplets. actives 0.4% (n = 240,000). AID 1656, 2009;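 active = lipid droplet intensity inhibited by at least 50%, with more than 500 cells counted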
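System: AML12 hepatocytes (mouse). Probe or stimulus: oleic acid at 100 µM to induce lipid droplet formation. Times: overnight treatment with compound plus oleate. Detection: Image-based BODIPY and DAPI two-channel analysis. Evaluation: percent inhibition of filter-corrected integrated lipid droplet intensity per well.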
Autophagy mod = autophagy modulators in MEF cells, primary screen, imaging, high-content, MEF GFP-LC3; actives 0.98% (n = 190,000); calls only at 10 µM (by protocol); MEF GFP-LC3 puncta imaging; test concentration mostly 10 µM;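 active = percentage of spot-positive cells more than 3 SD above its plate mean, without a fluorescence outlier flag or 80% toxicity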;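 note: spot-positive cell cutoff set from DMSO-treated cells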
Insulin prom up = insulin promoter activators in MIN6 cells, imaging, high-content screening, mouse beta cells. MIN6 insulin promoter-GFP reporter; stronger effect = higher value. z-score at 5 µM. actives 0.3% (n = 190,000). AID 1625, 2009;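 active = z-score above 3 at 5 µM with at least 500 cells counted in the well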
P. falciparum M1AAP = P. falciparum M1AAP inhibitors, biochemical, fluorogenic H-Leu-NHMec substrate, 1536-well (AID 1445); Aminopeptidase N (Plasmodium falciparum (isolate 3D7)); recombinant M1AAP, H-Leu-NHMec fluorogenic kinetic assay; higher % means a stronger effect; inhibition, % at 30 µM, or IC50 in µM where a hit was titrated; actives 0.42% (n = 220,000);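 active = primary inhibition above the hit cutoff, then over 50% inhibition at one or more dose response concentrations, cut at about 23% in these data, passing the limit was not always enough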;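 note: plate controls were DMSO full reaction for no effect and no enzyme background for full effect; strong numbers were not always called active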
M17LAP inhibition = P. falciparum M17LAP inhibitors, primary screen, biochemical, fluorogenic H-Leu-NHMec substrate, 1536-well (AID 1619). Leucine aminopeptidase (Plasmodium falciparum (isolate 3D7)). inhibition, % at 30 µM, or IC50 in µM where a hit was titrated. actives 0.38% (n = 220,000). recombinant M17LAP, H-Leu-NHMec fluorogenic kinetic assay; higher % means a stronger effect;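 active = compound inhibiting the enzyme by more than half at any dose during confirmatory dose-response retesting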;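 note: plate controls were full reaction with DMSO carrier for no effect and no enzyme background for full effect; strong numbers were not always called active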
MT stabilize HCS = microtubule stabilizers in HeLa cells, primary screen, imaging, high-content imaging. % tubulin-high responders, % at 10 µM. AID 2205, 2009. actives 0.83% (n = 200,000). HeLa tubulin immunostaining HCS, 24 h; share of cells brighter than vehicle mean+2SD;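 active = plate Z-score above 3 for both tubulin-high and condensed-nucleus cell shares, with cell loss under 80%, at 10 µM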;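 note: anti alpha tubulin signal scored within the nucleus-defined area of each cell; some results filed as inactive read as strong as hits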
Dynein transport = inhibitors of GR-EGFP nuclear translocation, primary screen, dynein cargo transport inhibitor project, imaging, high-content, 3617.4 mouse cells | test concentration mostly 20 µM; stimulated with dexamethasone, 1 µM; stronger effect = lower value | z-score, hits read low | actives 0.47% (n = 220,000) | AID 1381, 2008;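 active = plate z-score of nuclear minus cytoplasmic receptor signal below a set negative limit, without overly bright fluorescence or cell loss, cut at about -3.5 in these data, passing the limit was not always enough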;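 note: z-score of nuclear minus cytoplasmic ring GR-EGFP intensity difference per well; some compounds called inactive have numbers as strong as hits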
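Medium: Induction medium lacking tetracycline, stripped serum | Probe or stimulus: 1.0 µM final dexamethasone stimulus | Schedule: 48 h induction, then 1 h compound, then 30 min agonist, 37 °C | Signal: Automated 10x imaging of fixed Hoechst-stained cells | Evaluation: Per-cell GR-EGFP intensity, nucleus versus surrounding cytoplasmic ring, well-averaged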
CSM14.1 death rescue = rescue of cells from ER stress-induced death, primary screen, 384-well, CSM14.1, thapsigargin, ATP luminescence (AID 1222); CSM14.1 thapsigargin-induced death rescue, ATP luminescence; higher % means a stronger effect; 190,000 tested, under 10 active; one-dose cellular ATP content (survival), % at 20 µM; EC50 in µM for titrated hits;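 active = EC50 below 50 µM in the dose-response confirmation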;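 note: death triggered by thapsigargin at about 15 µM added after 2 h compound pretreatment; cell ATP read after overnight thapsigargin exposure of roughly 18 to 22 hours; normalized against plate controls of thapsigargin alone and 5% DMSO vehicle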
Yfh1-depleted yeast = enhancers of respiration in Yfh1-depleted yeast, dose response, Friedreich's ataxia, plus single-dose screen (AID 1465). S. cerevisiae Yfh1-off respiration, WST-1 reduction, 72 h; higher fold induction means a stronger effect. actives 0.074% (n = 220,000). fold induction at 50 µM; hits with a dose series show EC50 in µM;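 active = fold induction of absorbance versus untreated yeast above a set limit, then at least 30% activation at any dose in follow-up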;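 note: activators that raise dye reduction in frataxin-depleted yeast; strong numbers were not always called active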
Dynein transport cytoplasmic EGFP = recorded beside Dynein transport, whose call it bears; z-score; measured here: cytoplasmic GR-EGFP intensity; stronger effect = higher value
Dynein transport nuclear GR-EGFP = second read-out of Dynein transport, no call of its own (marks repeat the call); z-score; measured here: nuclear GR-EGFP intensity;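 lower value marks the stronger effect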
Dynein transport cell count = also measured in Dynein transport; calls as there; z-score; measured here: cell count per field
Insulin prom up cell count = further read-out of Insulin prom up, marked with its call; cell count; measured here: cytotoxicity, nuclei count;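 total cells summed across four imaged fields per well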
Hep lipid drop cells 6.5 µM = further read-out of Hep lipid drop, marked with its call; cell count; measured here: cell count, cytotoxicity flag;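 cells counted across two imaged fields per well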
MT stabilize HCS Hoechst-high % = recorded beside MT stabilize HCS, whose call it bears; % Hoechst-high responders; measured here: nuclear condensation Hoechst responders;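 share of cells brighter than vehicle mean plus two SD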
MT stabilize HCS cytotoxicity % = further read-out of MT stabilize HCS, marked with its call; toxicity, %; measured here: cytotoxicity by cell density;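 0% = mean cell density of plate MIN control wells and 100% = no cells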
Autophagy mod cell loss 18 h = second read-out of Autophagy mod, no call of its own (marks repeat the call); toxicity, %; measured here: cell loss, nuclei count;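 cell loss after 18 h compound exposure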
Active calls of the source: *; i = inactive; . = not tested or not shown; + = active, no number. The order is random (roughly 3.5% active in at least one column).

SMILES | Hep lipid drop | Hep lipid drop cells 6.5 µM | Autophagy mod | Autophagy mod cell loss 18 h | Insulin prom up | Insulin prom up cell count | P. falciparum M1AAP | M17LAP inhibition | MT stabilize HCS | MT stabilize HCS Hoechst-high % | MT stabilize HCS cytotoxicity % | Dynein transport | Dynein transport cytoplasmic EGFP | Dynein transport nuclear GR-EGFP | Dynein transport cell count | CSM14.1 death rescue | Yfh1-depleted yeast
CCC(O)CNC(=O)CCc1nnc(C2(c3ccc(Cl)cc3)CCC2)o1 (centres undefined) | 24 | 704 | i | -19 | 1.4 | 1409 | . | . | 3.9 | 1.0 | 11 | -0.3 | -0.32 | 0.19 | 0.68 | -0.6% | i
CN(C)S(=O)(=O)N(CC(=O)Nc1ccccc1C(F)(F)F)c1ccccc1 | 2 | 753 | i | -7 | 1.1 | 1195 | 4% | 3% | 3.0 | 1.6 | 4.8 | -0.79 | -0.12 | -0.078 | -0.22 | 2.6% | i
O=c1[nH][nH]c2cc(=O)n(-c3cccc(C(F)(F)F)c3)nc12 | 2 | 683 | i | 14 | -0.35 | 1255 | 9% | 4% | 1.8 | 1.4 | 1.0 | -0.26 | -0.26 | -0.13 | 0.033 | . | i
O=C(NNC(=O)c1ccccc1-n1cccc1)c1cccc(Cl)c1 | . | . | i | -4 | -0.03 | 1558 | 5% | 9% | 2.1 | 1.5 | 9.5 | 0.32 | 0.21 | 0.23 | -0.66 | 0.5% | i
CCOC(=O)c1sc2nc(C)nc(SCC(N)=O)c2c1C | 17 | 665 | i | -6 | -0.27 | 1272 | -1% | -5% | 3.4 | 2.3 | 5.0 | -0.013 | -0.21 | 0.028 | 0.071 | -2.0% | i
c1ccc(C(c2nnnn2Cc2ccco2)N2CCN(c3nc4ccccc4s3)CC2)cc1 (centres undefined) | -12 | 709 | i | -3 | -1.8 | 530 | 2% | -2% | 4.4 | 2.7 | 5.0 | 0.68 | -0.2 | 0.33 | 0.33 | 2.2% | i
CCCN(CC1CC1)C(=O)COC(=O)c1[nH]c(C)c(C(=O)OCC)c1C | . | . | i | 1 | 1 | 924 | -8% | -7% | 1.8 | 2.1 | 9.0 | -1.1 | -0.069 | -0.41 | 0.89 | 1.8% | i
CCCCC(NC(C)=O)c1nc2ccccc2n1CCC (centres undefined) | -14 | 725 | i | -4 | . | . | -2% | -3% | 3.7 | 0.9 | 3.3 | 0.54 | -0.27 | 0.76 | -0.071 | 3.9% | i
COC(=O)Cc1cc(=O)[nH]c(/N=C(\N)Nc2ccc(C(C)C)cc2)n1 | 0 | 617 | i | -15 | 0.09 | 1363 | 6% | -9% | . | . | . | -0.58 | -0.31 | -0.00085 | 0.38 | 0.5% | i
O=C(C1Cc2ccccc2CN1S(=O)(=O)c1cccs1)N1CCCCCC1 (centres undefined) | -31 | 720 | i | 1 | -1.3 | 1172 | 6% | 8% | 3.2 | 1.4 | 1.0 | -0.1 | -0.19 | 0.14 | -0.42 | -3.4% | i
CCNc1nc(CC)nc2c1oc1ccccc12 | -4 | 742 | i | 1 | . | . | -10% | 8% | 2.9 | 1.7 | 14 | 0.35 | -0.47 | 0.071 | 0.58 | 0.2% | i
O=C(O)C1CCN(C(=O)CCc2ccccc2)CC1 | -4 | 687 | . | . | 0.18 | 1470 | 11% | 0% | . | . | . | -0.097 | -0.23 | -0.27 | 0.87 | . | i
Nc1c(C(=O)Nc2ccccc2)sc2ncc([N+](=O)[O-])cc12 | 19 | 751 | . | . | -1 | 1209 | 5% | 12% | . | . | . | 0.59 | -0.14 | 0.2 | -0.29 | . | i
CCN(CC(=O)Nc1cc(OC)ccc1OC)Cc1nc2ccccc2c(=O)[nH]1 | -4 | 656 | i | 4 | -0.15 | 1155 | -11% | -5% | 3.4 | 3.1 | 9.5 | 0.82 | 0.044 | 0.86 | -1.9 | -0.8% | i
Cc1ccc(S(=O)(=O)N2CCN(C(=O)c3ccccn3)CC2)c(C)c1 | -4 | 728 | i | -1 | -0.16 | 1162 | -11% | -4% | 3.4 | 2.7 | 7.6 | -0.021 | -0.39 | -0.32 | -0.019 | 9.7% | i
CC(C)n1c(-c2ccc(C(C)(C)C)cc2)n[nH]c1=S | . | . | i | 9 | -0.29 | 1397 | 4% | -10% | 1.9 | 1.4 | 6.3 | 0.59 | -0.21 | 0.41 | -0.033 | -0.9% | i
O=C(O)COc1ccc(F)cc1Br | -10 | 701 | . | . | -0.14 | 1209 | 0% | 2% | . | . | . | -0.52 | -0.18 | -0.38 | 1.1 | . | i
CC(=O)c1ccc(NC(=S)Nc2cccc3cnccc23)cc1 | 20 | 715 | . | . | 0.37 | 642 | -1% | 6% | . | . | . | 0.74 | -0.12 | 1.1 | -1.4 | . | i
CCOC(=O)C1=C(Cn2ccc(C(F)(F)F)n2)NC(=O)NC1c1ccc2c(c1)OCO2 (centres undefined) | -1 | 698 | i | 25 | -0.08 | 1318 | 0% | -7% | 2.9 | 1.8 | 2.7 | 0.8 | -0.28 | 0.49 | 0.065 | -1.9% | i
COc1cc(C2C(C#N)=C(N)OC3=C2C(=O)CC(C)(C)C3)cc([N+](=O)[O-])c1O (centres undefined) | 2 | 662 | . | . | 0.36 | 1430 | 17% | 14% | . | . | . | 0.91 | 0.13 | 0.68 | -1.3 | . | i
O=C(CCCCn1c(=S)[nH]c2ccsc2c1=O)NCc1ccc2c(c1)OCO2 | 1 | 652 | i | -13 | -0.03 | 1202 | 12% | 1% | 3.8 | 2.6 | 7.6 | 1.4 | -0.19 | 0.67 | -0.64 | 1.3% | i
Cc1cccc(-c2n[nH]c(=S)n2Cc2ccccc2)c1 | 12 | 786 | i | -4 | . | . | -8% | -9% | 2.6 | 2.9 | 13 | -0.58 | 0.028 | -0.4 | 0.54 | -0.8% | i
O=C(NCCc1ccccc1)c1ccc(-n2cnnn2)cc1 | 12 | 729 | i | 1 | 1 | 1189 | -4% | 6% | 1.2 | 3.8 | 10 | -0.27 | -0.14 | 0.069 | 0.16 | -1.7% | i
Cc1[nH]c2ccccc2c1C(=O)CCl | -1 | 742 | + | 33* | -0.65 | 1484 | 2% | 22% | 2.3 | 2.3 | 5.8 | -3 | 0.45 | -1.3 | 0.81 | -4.1% | i
CN1C(=O)NC(c2cccc(O)c2)C(C(=O)c2cccs2)C1(O)C(F)(F)F (centres undefined) | . | . | i | -6 | -0.17 | 1164 | 9% | 2% | 4.9 | 2.9 | 1.8 | 1.8 | -0.29 | 0.91 | -1.3 | -2.0% | i
COc1ccc(CNC(=O)Cc2ccc(OC)c(S(=O)(=O)N3CCOCC3)c2)cc1 | . | . | i | 12 | 0.04 | 1348 | -4% | 4% | 1.6 | 1.5 | 9.1 | -0.29 | -0.13 | -0.12 | 0.4 | -0.5% | .
C=CCOc1ccc(CNc2ccc(NC(=O)CCC)cc2)cc1OCC | 0 | 641 | i | 17 | -0.07 | 1142 | 9% | 9% | 6.6 | 1.5 | 6.5 | -0.22 | 1.1 | 0.21 | -1.1 | -2.6% | i
CCn1c(SCC(=O)c2ccc(OC)cc2)nnc1C(C)NC(=O)c1ccc(OC)cc1 (centres undefined) | 1 | 647 | i | 4 | . | . | -3% | 42% | 2.8 | 2.5 | 12 | -0.062 | -0.22 | 0.15 | 0.56 | -3.1% | i
O=C(CN(Cc1ccccc1)C1=NCCS1)c1ccccc1 | -20 | 581 | i | 14 | -0.12 | 1559 | 5% | 2% | 7.7 | 2.9 | 8.2 | -0.14 | -0.18 | -0.29 | 0.085 | -1.7% | i
CCOc1ccc(OCC)c(S(=O)(=O)NNC(=O)c2c(C)nc3ccccn23)c1 | -47 | 572 | i | -6 | 0.13 | 1389 | 5% | 2% | 1.6 | 1.9 | 13 | -0.42 | -0.23 | -0.15 | 0.4 | -0.1% | i
CC(Oc1ccc(Cl)cc1Cl)C(=O)Nc1ncccn1 (centres undefined) | . | . | i | 19 | 0.44 | 917 | 0% | 13% | 4.0 | 3.1 | 7.3 | -0.31 | -0.22 | 0.032 | 0.066 | -1.8% | i
CCCOc1ccc(N2C(=O)CC(SC(=NCC)NCC)C2=O)cc1 (centres undefined) | -1 | 694 | i | 4 | 0.01 | 1390 | -2% | 9% | 3.2 | 2.6 | 2.9 | 1.9 | 0.25 | 1.3 | -1.4 | -0.8% | i

In another format: results already given
mol,Hep lipid drop,Hep lipid drop cells 6.5 µM,Autophagy mod,Autophagy mod cell loss 18 h,Insulin prom up,Insulin prom up cell count,P. falciparum M1AAP,M17LAP inhibition,MT stabilize HCS,MT stabilize HCS Hoechst-high %,MT stabilize HCS cytotoxicity %,Dynein transport,Dynein transport cytoplasmic EGFP,Dynein transport nuclear GR-EGFP,Dynein transport cell count,CSM14.1 death rescue,Yfh1-depleted yeast
CN1C(=O)NC(c2cccc(O)c2)C(C(=O)c2cccs2)C1(O)C(F)(F)F (centres undefined),.,.,i,-6,-0.17,1164,9%,2%,4.9,2.9,1.8,1.8,-0.29,0.91,-1.3,-2.0%,i
Cc1cccc(-c2n[nH]c(=S)n2Cc2ccccc2)c1,12,786,i,-4,.,.,-8%,-9%,2.6,2.9,13,-0.58,0.028,-0.4,0.54,-0.8%,i
